Screening data: PubChem, NCI
NCI-60 one-dose screen, 48 h, at 10 µM unless noted. Numbers give growth in % (100 = growth as untreated, 0 = no growth, -100 = all killed).
UACC-257: UACC-257 melanoma; 78,000 tested, 4.4% active; AID 1794764
SK-MEL-2: SK-MEL-2 melanoma; 77,000 tested, 4.7% active
LOX IMVI: LOX IMVI melanoma | 79,000 tested, 7.4% active | AID 1794757
T-47D: T-47D breast cancer; 79,000 tested, 5% active; AID 1794792
MALME-3M: MALME-3M melanoma; 78,000 tested, 5.8% active; AID 1794766
HS 578T: HS 578T breast cancer | 78,000 tested, 4.1% active
BT-549: BT-549 breast cancer | 78,000 tested, 4.4% active
UACC-62: UACC-62 melanoma | AID 1794756 | 81,000 tested, 5.4% active
An asterisk follows results filed as active; & = joins results of further samples. The calls were made as follows: active = growth percent below 10; inactive = the rest.

For CCN(CC)CCCCCCNc1cccc2cc(Br)cnc12 the results were UACC-257 81, SK-MEL-2 22, LOX IMVI 69, T-47D 112, MALME-3M 48, BT-549 81 and UACC-62 113.
Screening CC(=O)CC(=O)Nc1cccnc1 returned UACC-257 95, SK-MEL-2 110, LOX IMVI 107, T-47D 101, MALME-3M 95, HS 578T 108, BT-549 104 and UACC-62 102.
`Cc1nn(-c2ccccc2)c2nc(C)n(/N=C/c3cccc([N+](=O)[O-])c3)c(=O)c12` gave UACC-257 96, SK-MEL-2 96, LOX IMVI 91, T-47D 75, MALME-3M 101, HS 578T 99, BT-549 103 and UACC-62 81.
`CC1(C)CCc2cc(-c3ccn(S(=O)(=O)c4ccccc4)n3)ccc2O1` gave UACC-257 83, LOX IMVI 85, T-47D 50, MALME-3M 99, HS 578T 90 and UACC-62 73.
Screening CC(C)(C)c1ccc(/C=N/NC(=O)c2ccc(-n3cc(-c4ccccc4)nn3)cc2)cc1 returned UACC-257 101, SK-MEL-2 102, LOX IMVI 100, T-47D 109, MALME-3M 84, HS 578T 92, BT-549 90 and UACC-62 92.
`COc1ccc(-c2cn(Cc3cc4ccccc4s3)nn2)cc1OCCN1CCCCC1` gave UACC-257 41, SK-MEL-2 91, LOX IMVI 49, T-47D 85, MALME-3M 5.7*, HS 578T 51, BT-549 75 and UACC-62 84.
Screening CS(=O)(=O)Nc1cc(-c2ccc3ncc(C#N)c(NCc4ccccc4O)c3c2)cnc1Cl returned UACC-257 6.3*, SK-MEL-2 -38*, LOX IMVI -34*, T-47D 13, MALME-3M -37*, HS 578T -18*, BT-549 -10* and UACC-62 -25*.
For COc1ccc(-c2nc3sccn3c2-c2ccnc(NCCNS(=O)(=O)c3ccc(C(F)(F)F)cc3)n2)cc1 the results were UACC-257 13, SK-MEL-2 -28*, LOX IMVI 2.4*, T-47D -12*, MALME-3M 8.3*, HS 578T 41, BT-549 2.2* and UACC-62 0.0*.
`COc1ccc(C(=O)CSc2n[nH]c(-c3ccncc3)n2)cc1` gave UACC-257 103, SK-MEL-2 103, LOX IMVI 98, T-47D 93, MALME-3M 89, HS 578T 93, BT-549 101 and UACC-62 91.
For COc1ccc2c(c1)c(-c1nc(-c3ccc4ccccc4c3)cs1)cn2C the results were UACC-257 94, SK-MEL-2 108, LOX IMVI 86, T-47D 58, MALME-3M 149, HS 578T 97, BT-549 89 and UACC-62 91.
Screening O=CCCCOCc1ccccc1 returned UACC-257 103, SK-MEL-2 104, LOX IMVI 99, T-47D 102, MALME-3M 96, HS 578T 93, BT-549 103 and UACC-62 95.
Screening N#C/C(=C\c1ccc(-c2ccccc2Cl)o1)C(=O)Nc1ncc(Cc2cc(Cl)ccc2Cl)s1 returned UACC-257 88, SK-MEL-2 101, LOX IMVI 79, T-47D 87, MALME-3M 91, HS 578T 39, BT-549 50 and UACC-62 82.
Screening CCN(CC)c1ccc(/C=C2/SC(=O)NC2=O)c(O)c1 returned UACC-257 100, SK-MEL-2 86, LOX IMVI 55, T-47D 85, MALME-3M 87, HS 578T 90, BT-549 90 and UACC-62 81.
COc1ccc(/C=C/[C@H]2O[C@@H](C)[C@H](O)[C@@H]2O)c(OC)c1 was read as UACC-257 106, SK-MEL-2 92, LOX IMVI 95, T-47D 100, MALME-3M 96, HS 578T 107, BT-549 103 and UACC-62 101.
For COc1cccc(/C=C2\Oc3cc(C)c(Cl)c(C)c3C2=O)c1 the results were UACC-257 89, SK-MEL-2 104, LOX IMVI 100, T-47D 61, MALME-3M 93, HS 578T 93, BT-549 88 and UACC-62 81.
O=C(CCN1C(=O)/C(=C/c2ccccc2)SC1=S)NCCN1CCOCC1 was read as UACC-257 99, SK-MEL-2 106, LOX IMVI 90, T-47D 92, MALME-3M 93, HS 578T 89, BT-549 96 and UACC-62 96.
For C=CCNC(=O)c1ccccc1SC(C)=O the results were UACC-257 108, SK-MEL-2 143, LOX IMVI 90, T-47D 73, MALME-3M 114, HS 578T 89, BT-549 112 and UACC-62 87.
Nc1ccc(-c2csc(-n3[nH]c(=O)ccc3=O)n2)cc1 was read as UACC-257 103, SK-MEL-2 109, LOX IMVI 102, T-47D 99, MALME-3M 101, HS 578T 100, BT-549 92 and UACC-62 101.
CS(=O)(=O)Nc1ccc(C(=O)NC(C(=O)NO)c2ccc(C3CC3)cc2)cc1 (configuration not stated) was read as UACC-257 103, SK-MEL-2 106, LOX IMVI 95, T-47D 93, MALME-3M 97, HS 578T 106, BT-549 115 and UACC-62 97.
`O=C(/C=C/c1ccccc1)c1cccs1` gave UACC-257 106&96, SK-MEL-2 107&105, LOX IMVI 64&82, T-47D 104&97, MALME-3M 119, HS 578T 100, BT-549 107&104 and UACC-62 100&93.
Screening COc1cc(/C=C(\OC(C)=O)c2ccc3c(c2)OCO3)cc(OC)c1OC returned UACC-257 116, SK-MEL-2 92, LOX IMVI 90, T-47D 78, MALME-3M 95, HS 578T 99, BT-549 95 and UACC-62 94.
For COc1c(CCC[P+](c2ccccc2)(c2ccccc2)c2ccccc2)cc2c(c1OC)OCO2 the results were UACC-257 -4.0*, SK-MEL-2 -24*, LOX IMVI 16, T-47D 2.5*, MALME-3M 10.0*, HS 578T 12, BT-549 12 and UACC-62 -3.8*.
For C=C1C(=O)O[C@H]2[C@H]1CC/C(COC(=O)/C=C\C(=O)NCc1ccc(Cn3c(=O)sn(CCCCl)c3=O)cc1)=C\CC[C@@]1(C)O[C@@H]21 the results were UACC-257 69, SK-MEL-2 83, LOX IMVI 64, T-47D 61, MALME-3M 50, HS 578T 89, BT-549 88 and UACC-62 65.
`CN(C)c1ccc(N)c2ccccc12` gave UACC-257 -2.3*, SK-MEL-2 90, T-47D 80, MALME-3M -86*, BT-549 80 and UACC-62 -6.6*.
`COc1ccc(C2=CCCCC2)c(OC)c1OC` gave UACC-257 90, SK-MEL-2 112, LOX IMVI 94, T-47D 97, MALME-3M 115, HS 578T 95, BT-549 130 and UACC-62 96.
Screening CC(=O)Nc1cc2c(cc1Cl)-c1ccc(F)cc1C2O (configuration not stated) returned UACC-257 90, SK-MEL-2 91, T-47D 89, HS 578T 100 and UACC-62 92.
`CC1(C)CC[C@]2(C(=O)N[C@@H](Cc3ccccc3)C(=O)O)CC[C@]3(C)C(=CC[C@@H]4[C@@]5(C)C/C(=C/c6ccco6)C(=O)C(C)(C)[C@@H]5CC[C@]43C)[C@@H]2C1` gave UACC-257 76, SK-MEL-2 67, T-47D 43, MALME-3M 66, HS 578T 60, BT-549 49 and UACC-62 30.
`N#Cc1ccc(/C=C/c2cn(-c3ccccc3)nc2-c2cccc([N+](=O)[O-])c2)cc1` gave UACC-257 70, SK-MEL-2 76, LOX IMVI 77, T-47D 75, MALME-3M 50, HS 578T 76, BT-549 41 and UACC-62 77.
CCOC(=O)C1=C(c2ccccc2)N=C2N(c3ccccc3)N=C(C(C)=O)N2C1c1ccc(F)cc1 (configuration not stated) was read as UACC-257 113, SK-MEL-2 112, LOX IMVI 102, T-47D 99, MALME-3M 98, HS 578T 92, BT-549 101 and UACC-62 89.
For Clc1ccc(-c2csc(Nc3cccc(Nc4csc(-c5ccc(Cl)cc5)n4)c3)n2)cc1 the results were UACC-257 102, LOX IMVI 64, T-47D 27, MALME-3M 98, HS 578T 73, BT-549 112 and UACC-62 76.
Screening Nc1nc2c(C(=O)c3cccs3)nnn2c2cccc(Cl)c12 returned UACC-257 108, SK-MEL-2 116, LOX IMVI 95, MALME-3M 84, HS 578T 72, BT-549 88 and UACC-62 82.
Screening COc1ccc2c(c1)CC/C(=C\Nc1ccc(Cl)cn1)C2=O returned UACC-257 103, LOX IMVI 102, MALME-3M 93, HS 578T 105, BT-549 113 and UACC-62 99.
For O=C(Nc1ccc(OCc2nnc(-c3ccc(Cl)cc3)o2)c(F)c1)c1ccc(Cl)c(Cl)c1 the results were UACC-257 80, SK-MEL-2 74, LOX IMVI 75, T-47D 70, MALME-3M 60, HS 578T 63, BT-549 107 and UACC-62 78.
`COc1ccc(-c2nc3ccccn3c2/C=C2/C(=O)Nc3ccc(F)cc32)cc1` gave UACC-257 100, SK-MEL-2 95, LOX IMVI 82, T-47D 76, MALME-3M 100, HS 578T 94, BT-549 80 and UACC-62 85.
`Cc1ccc(S(=O)(=O)N(C)Cc2ccccc2)cc1` gave UACC-257 94, SK-MEL-2 108, LOX IMVI 96, T-47D 92, MALME-3M 99, HS 578T 87, BT-549 103 and UACC-62 86.
Screening CCOC(=O)c1c(C=O)nc2ccccc2c1/C=C/c1ccccc1 returned UACC-257 101, SK-MEL-2 100, LOX IMVI 100, T-47D 80, MALME-3M 103, HS 578T 91 and UACC-62 94.
For C=C(C)[C@@H]1CC[C@]2(CN)CC[C@]3(C)[C@H](CC[C@@H]4[C@@](C)(CCCN)[C@H](C(=C)C)CC[C@]43C)[C@@H]12 the results were UACC-257 100, SK-MEL-2 107, T-47D 89, MALME-3M 80, HS 578T 89, BT-549 92 and UACC-62 100.
`Cc1c(C(N)=O)sc2c1c(=O)n(Cc1ccccc1)c1nnc(S(=O)(=O)CC(=O)Nc3ccc(Cl)cc3)n21` gave UACC-257 47, SK-MEL-2 33, LOX IMVI 44, T-47D 22, MALME-3M 30, HS 578T 18, BT-549 76 and UACC-62 67.
`CS(=O)(=O)CC(O)(c1ccccc1)c1ccccn1` (configuration not stated) gave UACC-257 96, LOX IMVI 102, T-47D 106, MALME-3M 93, HS 578T 99, BT-549 121 and UACC-62 98.
O=C(Cl)N(c1ccccc1)c1ccccc1 was read as UACC-257 89, LOX IMVI 109, T-47D 111, MALME-3M 103, HS 578T 110 and UACC-62 110.
`O=C(O)c1ccc(C(=O)O)o1` gave UACC-257 100, SK-MEL-2 102, LOX IMVI 97, T-47D 102, MALME-3M 105, HS 578T 122, BT-549 99 and UACC-62 106.
COc1ccc2c(c1)CCCN2c1c2ccccc2nc2ccccc12 was read as UACC-257 71, SK-MEL-2 35, LOX IMVI 12, T-47D 51, MALME-3M 55, HS 578T 10, BT-549 7.2* and UACC-62 5.3*.
For Cc1ccc(C2CC3c4ccccc4C2C2CCCCN32)cc1 (configuration not stated) the results were UACC-257 60, SK-MEL-2 88, LOX IMVI 84, T-47D 84, MALME-3M 86, HS 578T 93, BT-549 57 and UACC-62 99.
For COc1cccc(/C=C2\Oc3cc(OCCCN4CCCCC4)ccc3C2=O)c1 the results were UACC-257 116, SK-MEL-2 124, LOX IMVI 75, T-47D 88, MALME-3M 91, BT-549 87 and UACC-62 103.
CCOC(=O)C1CC(C)=C(C)CC1C(=O)O (configuration not stated) was read as UACC-257 112, SK-MEL-2 107, LOX IMVI 98, T-47D 89, MALME-3M 158, HS 578T 142, BT-549 128 and UACC-62 102.

An excerpt from above in order of heavy-atom count, falling:
`Cc1c(C(N)=O)sc2c1c(=O)n(Cc1ccccc1)c1nnc(S(=O)(=O)CC(=O)Nc3ccc(Cl)cc3)n21` gave UACC-257 47, SK-MEL-2 33, LOX IMVI 44, T-47D 22, MALME-3M 30, HS 578T 18, BT-549 76 and UACC-62 67.
For O=C(Nc1ccc(OCc2nnc(-c3ccc(Cl)cc3)o2)c(F)c1)c1ccc(Cl)c(Cl)c1 the results were UACC-257 80, SK-MEL-2 74, LOX IMVI 75, T-47D 70, MALME-3M 60, HS 578T 63, BT-549 107 and UACC-62 78.
For COc1cccc(/C=C2\Oc3cc(OCCCN4CCCCC4)ccc3C2=O)c1 the results were UACC-257 116, SK-MEL-2 124, LOX IMVI 75, T-47D 88, MALME-3M 91, BT-549 87 and UACC-62 103.
For Cc1ccc(C2CC3c4ccccc4C2C2CCCCN32)cc1 (configuration not stated) the results were UACC-257 60, SK-MEL-2 88, LOX IMVI 84, T-47D 84, MALME-3M 86, HS 578T 93, BT-549 57 and UACC-62 99.
Screening COc1ccc2c(c1)CC/C(=C\Nc1ccc(Cl)cn1)C2=O returned UACC-257 103, LOX IMVI 102, MALME-3M 93, HS 578T 105, BT-549 113 and UACC-62 99.
`CS(=O)(=O)CC(O)(c1ccccc1)c1ccccn1` (configuration not stated) gave UACC-257 96, LOX IMVI 102, T-47D 106, MALME-3M 93, HS 578T 99, BT-549 121 and UACC-62 98.
CCOC(=O)C1CC(C)=C(C)CC1C(=O)O (configuration not stated) was read as UACC-257 112, SK-MEL-2 107, LOX IMVI 98, T-47D 89, MALME-3M 158, HS 578T 142, BT-549 128 and UACC-62 102.

The listing continues:
`O=C(NC(=S)N1CCCC1)c1ccccc1` gave UACC-257 96, SK-MEL-2 100, LOX IMVI 109, T-47D 110, MALME-3M 107, HS 578T 108, BT-549 107 and UACC-62 101.
`CC1CN(CCO)C(C)CN1` (configuration not stated) gave UACC-257 78, SK-MEL-2 98, LOX IMVI 107, T-47D 96, MALME-3M 81, HS 578T 102, BT-549 75 and UACC-62 91.
Screening CC(C)CCc1nc2ccc(NCc3ccc(OCCN4CCCCC4)cc3)cc2[nH]1 returned UACC-257 112, SK-MEL-2 116, LOX IMVI 79, T-47D 105, MALME-3M 95, HS 578T 94, BT-549 83 and UACC-62 89.
Cc1cn(Cc2ccccc2Cn2cc(C)c(=O)[nH]c2=O)c(=O)[nH]c1=O was read as UACC-257 101, SK-MEL-2 116, LOX IMVI 126, T-47D 105, MALME-3M 137, HS 578T 99, BT-549 100 and UACC-62 107.
Cn1c(=O)c2[nH]c(NN)nc2n(C)c1=O was read as UACC-257 119, SK-MEL-2 105, LOX IMVI 101, T-47D 104, MALME-3M 135, HS 578T 122, BT-549 85 and UACC-62 114.
For COc1ccccc1[C@H]1C(C(=O)c2ccc(Cl)cc2)C2(N[C@@H]1c1ccccc1)C(=O)Nc1ccc(Cl)cc12 (some centres not stated) the results were UACC-257 22, SK-MEL-2 -76*, LOX IMVI -75*, T-47D 5.8*, MALME-3M -25*, HS 578T -2.2*, BT-549 -1.3* and UACC-62 -27*.
For CSc1nc(N)c(N)c(N)n1 the results were UACC-257 97, SK-MEL-2 104, LOX IMVI 101, T-47D 97, MALME-3M 97, HS 578T 111, BT-549 101 and UACC-62 101.
